EZH2 inh – inhibitors of human EZH2/PRC2 methyltransferase | Q15910 | PRC2 H3K27 methylation, DELFIA TRF, 1 h | inhibition, % at 12.5 µM | 57,000 compounds, 0.35% hits;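 active = mean inhibition of replicates at least 50% and every single replicate also reaching 50%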;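 also: dimethyl H3K27 on biotinylated H3 21-44 peptide detected by antibody; plate controls were median neutral control wells for no effect and median positive control wells for full effect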
Target sequence (Q15910 whole entry, looked up): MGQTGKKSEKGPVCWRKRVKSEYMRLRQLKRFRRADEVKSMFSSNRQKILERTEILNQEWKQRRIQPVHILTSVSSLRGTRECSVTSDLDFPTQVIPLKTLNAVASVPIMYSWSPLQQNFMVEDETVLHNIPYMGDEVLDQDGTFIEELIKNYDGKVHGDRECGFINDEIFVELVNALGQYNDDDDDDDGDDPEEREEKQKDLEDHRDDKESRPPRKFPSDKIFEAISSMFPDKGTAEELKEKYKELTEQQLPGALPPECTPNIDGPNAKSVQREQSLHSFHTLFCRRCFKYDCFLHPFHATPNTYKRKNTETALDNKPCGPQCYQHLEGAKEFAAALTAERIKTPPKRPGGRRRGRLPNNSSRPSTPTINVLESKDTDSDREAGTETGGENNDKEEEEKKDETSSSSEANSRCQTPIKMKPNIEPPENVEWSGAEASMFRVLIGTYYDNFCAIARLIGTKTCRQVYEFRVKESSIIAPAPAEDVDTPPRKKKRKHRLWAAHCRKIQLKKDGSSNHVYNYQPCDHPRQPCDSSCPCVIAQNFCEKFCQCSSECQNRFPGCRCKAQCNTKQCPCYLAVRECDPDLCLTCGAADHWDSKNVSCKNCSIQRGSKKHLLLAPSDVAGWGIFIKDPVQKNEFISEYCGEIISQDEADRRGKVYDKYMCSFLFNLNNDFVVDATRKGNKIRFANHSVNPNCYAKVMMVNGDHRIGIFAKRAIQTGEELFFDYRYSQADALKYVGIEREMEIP
IDH1 R132H inh – inhibitors of human IDH1 R132H; O75874; 70,000 compounds, 0.18% hits; inhibition, % at 10 µM; IDH1 R132H reductase, diaphorase/resazurin fluorescence, 60 min; in the data active = inhibition above about 34%;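 also: 0% = DMSO and 100% = no enzyme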
The depositor's hits bear a star; . = not tested or not shown. A portion of the library; the hit share may differ from the screen's.

SMILES | EZH2 inh | IDH1 R132H inh
COc1ccc(S(=O)(=O)N(C)C[C@H]2Oc3cc(C#CC4CCCCC4)ccc3S(=O)(=O)N([C@@H](C)CO)C[C@@H]2C)cc1 | -18 | .
COc1ccc(NC(=O)Nc2ccc3c(c2)C(=O)N([C@H](C)CO)C[C@@H](C)[C@@H](CN(C)C(=O)NC(C)C)O3)cc1 | 5 | -0.6
C[C@H]1CN([C@@H](C)CO)C(=O)c2cc(/C=C/c3ccccc3)cnc2O[C@@H]1CN(C)C(=O)Nc1ccc(C(F)(F)F)cc1 | -25 | -0.7
COc1ccccc1-c1noc(CCC(=O)Nc2ccccc2Cl)n1 | -6 | -0.4
COc1ccc(NC(=O)Nc2ccc3c(c2)[C@H]2C[C@H](CC(=O)N4CCCCC4)O[C@@H](CO)[C@H]2O3)cc1 | 9 | 0.0
C[C@@H]1CN([C@@H](C)CO)C(=O)Cc2cc(NC(=O)CCN3CCOCC3)ccc2O[C@@H]1CN(C)S(=O)(=O)c1ccc(F)cc1 | -5 | .
COCC#Cc1ccc2c(c1)O[C@H](CN(C)S(=O)(=O)c1cccc(F)c1)[C@@H](C)CN([C@H](C)CO)S2(=O)=O | 5 | 0.1
C[C@@H]1CCCCO[C@@H](CN(C)C(=O)Nc2ccc(F)cc2)[C@H](C)CN([C@@H](C)CO)C(=O)c2cc(N(C)C)ccc2O1 | -1 | -2.9
C=CCn1c(SCC(N)=O)nnc1-c1cc(Br)ccc1O | -6 | -0.7
CC(=O)N(C)C[C@H]1Oc2cc(C#CC3CCCCC3)ccc2S(=O)(=O)N([C@H](C)CO)C[C@H]1C | -41 | .
COc1ccc(NC(=O)N(C)C[C@H]2Oc3c(NS(=O)(=O)c4ccc(Cl)cc4)cccc3C(=O)N([C@@H](C)CO)C[C@H]2C)cc1 | . | -10
C[C@H](CO)N1C[C@H](C)[C@H](CN(C)C(=O)Nc2ccc(F)cc2)Oc2cc(-c3cccc(C(=O)N(C)C)c3)ccc2S1(=O)=O | 1 | -0.1
CCCCC/C=C\C/C=C\C/C=C\C/C=C\CCCCCC(=O)O | 12 | 0.4
COc1ccc(S(=O)(=O)Nc2cccc3c2O[C@H](CN(C)C(=O)Nc2ccc4c(c2)OCO4)[C@H](C)CN([C@@H](C)CO)C3=O)cc1 | . | -9.6
O=C(C[C@@H]1C[C@H]2c3cc(NS(=O)(=O)c4ccc(F)cc4)ccc3O[C@H]2[C@@H](CO)O1)NCc1cc(F)ccc1F | 12 | -0.1
Cc1ccc(S(=O)(=O)N(C)C[C@@H]2OCCCC[C@@H](C)Oc3ccc(NC(=O)Nc4ccc(C(F)(F)F)cc4)cc3C(=O)N([C@@H](C)CO)C[C@@H]2C)cc1 | . | -1.5
COc1ccc(NC(=O)N(C)C[C@@H]2Oc3ccc(NC(=O)NC(C)C)cc3C(=O)N([C@H](C)CO)C[C@@H]2C)cc1 | . | 2.3
COc1ccc(NC(=O)N(C)C[C@H]2OCc3ccccc3-c3ccccc3C(=O)N([C@@H](C)CO)C[C@H]2C)cc1 | 12 | .
C[C@H]1CN([C@@H](C)CO)C(=O)Cc2cc(NS(=O)(=O)c3ccc(Cl)cc3)ccc2O[C@H]1CN(C)Cc1ccc(C(=O)O)cc1 | . | 0.1
CO[C@@H]1CN(C)C(=O)c2cc(NC(=O)Nc3ccccc3F)ccc2OC[C@@H](C)N(C)C[C@@H]1C | -5 | 0.2
Cc1ccccc1N1C(=O)CC(SCC(=O)Nc2ccccc2)C1=O (stereo not drawn) | . | -0.2
C[C@@H]1CCCCO[C@H](CN(C)Cc2ccccc2)[C@H](C)CN([C@H](C)CO)C(=O)c2cc(NC(=O)Nc3cccc4ccccc34)ccc2O1 | . | -1.5
COc1ccc(CN(C)C[C@@H]2Oc3ccc(NC(=O)Nc4ccc5c(c4)OCO5)cc3C(=O)N([C@@H](C)CO)C[C@@H]2C)cc1 | . | 0.1
COC(=O)C[C@@H]1C=C[C@H](NS(=O)(=O)c2ccccc2F)[C@@H](CO)O1 | 5 | 0.8
COc1ccc(NC(=O)N(C)C[C@@H]2OCCCC[C@@H](C)Oc3ccc(N(C)C)cc3C(=O)N([C@@H](C)CO)C[C@H]2C)cc1 | 2 | .
C=C[C@H](OC)[C@@H](OC(=O)Nc1ccc(SC)cc1)c1ccc(OCCO)cc1 | -6 | .
Cc1cccc(CN(C)C[C@@H]2OCc3cn(nn3)CCCC(=O)N([C@@H](C)CO)C[C@H]2C)c1 | 5 | 0.7
COCC#Cc1cnc2c(c1)C(=O)N([C@H](C)CO)C[C@@H](C)[C@H](CN(C)C(=O)Nc1ccc(OC)cc1)O2 | 0 | -6.4
Cc1noc(C)c1S(=O)(=O)Nc1ccc2c(c1)C(=O)N([C@H](C)CO)C[C@@H](C)[C@H](CN(C)C(=O)NC1CCCCC1)O2 | . | 0.2
CN(C)CCC(c1ccc(Cl)cc1)c1ccccn1 (stereo not drawn) | . | 0.8
Cc1ccc(S(=O)(=O)N(C)C[C@@H]2Oc3ccc(NC(=O)NC(C)C)cc3CC(=O)N([C@H](C)CO)C[C@@H]2C)cc1 | 1 | -7.1
CCCN1C[C@@H](C)[C@H](OC)CN(C)C(=O)c2ccc(NC(=O)c3cccc(F)c3)cc2OC[C@H]1C | -20 | -1.0
Cc1noc(C)c1S(=O)(=O)Nc1ccc2c(c1)CC(=O)N([C@H](C)CO)C[C@@H](C)[C@H](CN(C)C(=O)NC(C)C)O2 | . | -1.3
C[C@@H]1CN([C@H](C)CO)C(=O)c2cc(NS(C)(=O)=O)ccc2O[C@@H]1CN(C)Cc1ccc2c(c1)OCO2 | 2 | 0.3
Cc1noc(C)c1NC(=O)N(C)C[C@@H]1OCc2cnnn2CCCC(=O)N([C@@H](C)CO)C[C@H]1C | 0 | -1.2
O=C(CC1(O)C(=O)Nc2ccc(I)cc21)c1ccccn1 (stereo not drawn) | -19 | 3.8
COc1ccc(NC(=O)Nc2ccc3c(c2)C(=O)N([C@H](C)CO)C[C@H](C)[C@@H](CN(C)S(C)(=O)=O)OCCCC[C@@H](C)O3)cc1 | . | 2.2
CO[C@@H]1CN(C)C(=O)c2ccc(NC(=O)NC(C)C)cc2OC[C@@H](C)N(CC2CC2)C[C@H]1C | 2 | -0.5
COc1ccc(-c2ccc3c(c2)O[C@@H](CN(C)Cc2ccccc2C(=O)O)[C@@H](C)CN([C@@H](C)CO)S3(=O)=O)cc1 | 7 | 0.1
C[C@@H]1CCCCO[C@@H](CN(C)C(=O)CCCN(C)C)[C@@H](C)CN([C@@H](C)CO)C(=O)c2cc(NC(=O)c3ccccc3)ccc2O1 | 1 | 7.0
COCC#Cc1cnc2c(c1)C(=O)N([C@H](C)CO)C[C@@H](C)[C@H](CN(C)S(=O)(=O)c1ccccc1)O2 | -11 | 0.2
COCC(=O)Nc1ccc2c(c1)[C@@H]1C[C@@H](CC(=O)N[C@H](C)c3ccccc3)O[C@@H](CO)[C@@H]1O2 | -2 | -0.2
COc1ccccc1Cn1c(NCC(C)O)nc2c1c(=O)n(C)c(=O)n2C (stereo not drawn) | -4 | 0.2
C[C@H]1CN([C@@H](C)CO)C(=O)CCCn2cc(nn2)CO[C@H]1CN(C)C(=O)c1cc(-c2ccccc2)on1 | 6 | -1.0
Cc1ccc(S(=O)(=O)N[C@H]2CC[C@@H](CCNC(=O)C3CCCC3)O[C@@H]2CO)cc1 | 1 | 0.3
C[C@H]1CN([C@@H](C)CO)C(=O)Cc2cc(NC(=O)Nc3ccc4c(c3)OCO4)ccc2O[C@H]1CN(C)Cc1ccc(Oc2ccccc2)cc1 | . | 2.8
COCC(=O)N(C)C[C@H]1Oc2ncc(C#Cc3ccccc3OC)cc2C(=O)N([C@H](C)CO)C[C@@H]1C | -24 | .
CCCNC(=O)C[C@H]1C[C@H]2c3cc(NC(=O)NC4CCCCC4)ccc3O[C@H]2[C@H](CO)O1 | 1 | 0.2
COc1ccc(S(=O)(=O)N(C)C[C@H]2Oc3ccc(NC(=O)Nc4ccccc4)cc3CC(=O)N([C@@H](C)CO)C[C@@H]2C)cc1 | . | -3.7
CNC(=O)CN(C#N)c1nc(N(C)C)nc(N(C)C)n1 | 2 | -0.2
Cc1nnc(SCC(=O)Nc2cc(Cl)c(Cl)cc2Cl)s1 | 7 | -0.2
CCCNC(=O)C[C@@H]1C[C@@H]2c3cc(NS(=O)(=O)c4ccc(OC)cc4)ccc3O[C@@H]2[C@H](CO)O1 | 20 | -0.7
COc1ccc(CN(C)C[C@H]2Oc3ccc(NS(=O)(=O)c4ccc(Cl)cc4)cc3CC(=O)N([C@H](C)CO)C[C@H]2C)cc1 | -1 | 0.3
CCCC(O)c1ccc(C)cc1CCCCCC(=O)O (stereo not drawn) | . | 1.1
CO[C@H]1CN(C)C(=O)c2cc(NC(=O)c3nc4ccccc4s3)ccc2OC[C@@H](C)N(Cc2cncnc2)C[C@@H]1C | 0 | -0.8
C[C@@H]1CN([C@H](C)CO)C(=O)c2cc(NC(=O)Cc3cn(C)c4ccccc34)ccc2O[C@@H]1CN(C)C(=O)NC1CCCCC1 | -2 | -33
COc1cccc(-c2cnc3c(c2)C(=O)N([C@H](C)CO)C[C@H](C)[C@@H](CN(C)C(=O)CC2CC2)O3)c1 | -13 | .
CCC(=O)N(C)C[C@H]1Oc2cc(C#CC3(O)CCCC3)ccc2S(=O)(=O)N([C@@H](C)CO)C[C@H]1C | 3 | 0.5
COc1ccc(NC(=O)N(C)C[C@@H]2Oc3ccc(NC(=O)CCCCCC(=O)Nc4ccccc4N)cc3CC(=O)N([C@@H](C)CO)C[C@@H]2C)cc1 | -9 | 0.4
CO[C@@H]1CN(C)C(=O)c2ccc(NC(=O)c3ccccc3F)cc2OC[C@@H](C)NC[C@@H]1C | 7 | 0.3
Carrying on.
SMILES | EZH2 inh | IDH1 R132H inh
CO[C@@H]1CC[C@@H]2CCOc3c(C#N)cccc3C(=O)N(C)C[C@H](c3ccccc3)CC(=O)N(C)C[C@H]1O2 | 14 | 0.1
COCCNC(=O)C[C@@H]1C[C@@H]2c3cc(NC(=O)Nc4ccc(C(F)(F)F)cc4)ccc3O[C@@H]2[C@H](CO)O1 | -1 | 0.2
O=[N+]([O-])c1ccc(S(=O)(=O)CC(CN2CCOCC2)N2CCOCC2)cc1 (stereo not drawn) | -10 | 0.1
C[C@H](CO)N1C[C@H](C)[C@@H](CN(C)S(=O)(=O)c2cccs2)Oc2ccc(NC(=O)Nc3ccc4c(c3)OCO4)cc2C1=O | . | -0.4
COCC(=O)N1C[C@@H](C)[C@@H](OC)CN(C)C(=O)c2cc(NC(=O)c3ccc(OC)cc3)ccc2OC[C@H]1C | -1 | -0.1
C[C@@H]1CN([C@@H](C)CO)C(=O)Cc2cc(NC(=O)CCC(F)(F)F)ccc2O[C@@H]1CN(C)Cc1ccncc1 | -2 | .
CO[C@@H]1CN(C)C(=O)c2cc(NC(=O)C3CC3)ccc2OC[C@H](C)N(C(C)=O)C[C@H]1C | 2 | 0.2
COc1cccc(CNC(=O)C[C@H]2CC[C@@H](NC(=O)C3CC3)[C@H](CO)O2)c1 | -3 | -0.3
COC(=O)C[C@@H]1C[C@@H]2c3cc(NC(=O)Nc4ccc(F)cc4)ccc3O[C@@H]2[C@@H](CO)O1 | 0 | -0.4
Cn1c(SCC(=O)c2ccc(F)cc2)nnc1-c1cccnc1 | . | 0.7
CCCNC(=O)C[C@@H]1C[C@H]2c3cc(NC(=O)COC)ccc3O[C@H]2[C@@H](CO)O1 | -5 | -0.2
CN1CCC(OC(c2ccccc2)c2ccccc2)CC1 | . | 4.0
CO[C@@H]1CN(C)C(=O)c2ccc(NS(C)(=O)=O)cc2OC[C@@H](C)N(C(=O)CN(C)C)C[C@@H]1C | 3 | -0.1
Cc1cc([N+](=O)[O-])ccc1NC(=O)CSc1nccc(=O)[nH]1 | -25 | 0.1
C[C@H](CO)N1C[C@H](C)[C@H](CN(C)S(=O)(=O)c2ccc(Cl)cc2)Oc2c(NC(=O)Nc3ccccc3)cccc2C1=O | -19 | .
C[C@@H]1CN([C@@H](C)CO)C(=O)c2cccc(NC(=O)C3CCOCC3)c2O[C@H]1CN(C)Cc1ccncc1 | 5 | 0.2
O=[N+]([O-])c1ccc(S(=O)(=O)NCc2cccnc2)cc1 | -10 | -0.1
O=S(=O)(N[C@@H]1CC[C@H](CCNS(=O)(=O)c2ccccc2Cl)O[C@@H]1CO)c1ccccc1 | 9 | 0.2
CCOc1ccc(NC(=O)C(C)Sc2nc3ccccc3s2)cc1 (stereo not drawn) | 12 | -0.4

In the list so far, these contain a Cl atom.
SMILES | EZH2 inh | IDH1 R132H inh
COc1ccccc1-c1noc(CCC(=O)Nc2ccccc2Cl)n1 | -6 | -0.4
COc1ccc(NC(=O)N(C)C[C@H]2Oc3c(NS(=O)(=O)c4ccc(Cl)cc4)cccc3C(=O)N([C@@H](C)CO)C[C@H]2C)cc1 | . | -10
C[C@H]1CN([C@@H](C)CO)C(=O)Cc2cc(NS(=O)(=O)c3ccc(Cl)cc3)ccc2O[C@H]1CN(C)Cc1ccc(C(=O)O)cc1 | . | 0.1
CN(C)CCC(c1ccc(Cl)cc1)c1ccccn1 (stereo not drawn) | . | 0.8
Cc1nnc(SCC(=O)Nc2cc(Cl)c(Cl)cc2Cl)s1 | 7 | -0.2
COc1ccc(CN(C)C[C@H]2Oc3ccc(NS(=O)(=O)c4ccc(Cl)cc4)cc3CC(=O)N([C@H](C)CO)C[C@H]2C)cc1 | -1 | 0.3
C[C@H](CO)N1C[C@H](C)[C@H](CN(C)S(=O)(=O)c2ccc(Cl)cc2)Oc2c(NC(=O)Nc3ccccc3)cccc2C1=O | -19 | .
O=S(=O)(N[C@@H]1CC[C@H](CCNS(=O)(=O)c2ccccc2Cl)O[C@@H]1CO)c1ccccc1 | 9 | 0.2

Two compounds drawn at random from the list so far, as already listed:
SMILES | EZH2 inh | IDH1 R132H inh
Cc1cc([N+](=O)[O-])ccc1NC(=O)CSc1nccc(=O)[nH]1 | -25 | 0.1
COCC(=O)N(C)C[C@H]1Oc2ncc(C#Cc3ccccc3OC)cc2C(=O)N([C@H](C)CO)C[C@@H]1C | -24 | .

Source: PubChem BioAssay (Broad Institute)
